F508del corr – F508del CFTR correction, initial screen, CFBE line, single point | CFBE cells, YFP halide quenching; stimulated with forskolin plus potentiator P3; % fluorescence drop versus neutral controls | activity (quench increase), % at 7.58 µM | hit rate 0.36% among 350,000 | AID 720511, 2013;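 active means mean added fluorescence quench of at least 8% versus neutral control, with both replicates also reaching 8%; inconclusive means only one of the mean or replicate conditions met; inactive means mean below 8% and not both replicates reaching 8%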;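 further: cells transiently co-express mutant CFTR-F508del with the halide-sensitive YFP; corrector assay measuring rescue of mutant channel to the surface after 24 h compound exposure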
miR122 inh – miR-122 Renilla sensor signal increase in Huh7, primary screen, miR-122 inhibitor project, cell-based, single point, plate reader. activation (reporter increase), % at 12.5 µM. hit rate 0.3% among 340,000. Huh7 miR-122 Renilla luciferase sensor, 48 h; neutral wells = 0, positive control = 100;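 active means mean replicate activation score at least 90 and every replicate individually at or above 90; inconclusive means only one of the two criteria met; inactive means neither criterion met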;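 further: higher luciferase means less miR-122 activity so hits act as miR-122 inhibitors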
Casp6 inh – human caspase-6 inhibitors, primary screen, biochemical, VEID-R110 fluorescence, single point, set 2; P55212; purified caspase-6, Z-VEID-R110 cleavage fluorescence; inhibition, % at 12.5 µM; hit rate 0.53% among 350,000;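 active means mean inhibition across replicates at least about 35%, with every replicate also reaching that limit, limit read from the data; inconclusive means only one of the two criteria met; inactive means neither criterion met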;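 further: 0% = median of neutral control wells and 100% = no fluorescence left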
Target sequence (P55212 24-179 limits assumed): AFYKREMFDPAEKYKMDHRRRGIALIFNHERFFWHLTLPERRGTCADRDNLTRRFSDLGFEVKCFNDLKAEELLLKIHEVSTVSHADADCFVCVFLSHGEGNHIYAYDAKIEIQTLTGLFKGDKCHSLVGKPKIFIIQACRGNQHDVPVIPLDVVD
Target sequence (P55212 194-293 limits assumed): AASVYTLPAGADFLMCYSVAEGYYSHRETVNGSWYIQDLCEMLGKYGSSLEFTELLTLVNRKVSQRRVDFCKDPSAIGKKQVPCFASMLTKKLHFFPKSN
ERAP1 inh – human ERAP1 aminopeptidase inhibitors, primary screen, biochemical, single point, plate reader; inhibition, % at 10.7 µM; hit rate 0.15% among 340,000; Endoplasmic reticulum aminopeptidase 1 (Homo sapiens), Q9NZ08; recombinant ERAP1, Leu-AMC fluorescence, 60 min; AID 652197, 2013;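 active means mean replicate inhibition of at least 30%, or all replicates individually reaching that 30% level; inactive means mean below 30% and not every replicate reaching it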;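 further: 0% = neutral control wells and 100% = L-leucinethiol positive control wells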
DENV2 CPE rescue – inhibitors of DENV2 cytopathic effect, primary screen, cell-based, plate reader, single concentration | DENV2-infected cells, cytopathic effect rescue | AID 651640, 2012 | CPE inhibition, % at 9.99 µM | hit rate 1.7% among 350,000; in the data active means CPE inhibition above about 20%, passing the limit was not always enough; inconclusive means no clear call, values can overlap the other calls; tested in BHK-21 cells;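 further: 0% = median of neutral control wells and 100% = median of positive control wells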
SIRT5 inh – SIRT5 desuccinylase inhibitors, primary screen, biochemical, fluorescence imaging, single point, set 5; NAD-dependent protein deacylase sirtuin-5, mitochondrial (Homo sapiens), Q9NXA8; Purified SirT5, succinyl-peptide AMC, trypsin-coupled fluorescence; inhibition, % at 15 µM; hit rate 1.1% among 330,000; AID 652115, 2013; in the data active means inhibition above about 15%; inconclusive means no clear call, values can overlap the other calls
Target sequence (Q9NXA8 whole entry, looked up): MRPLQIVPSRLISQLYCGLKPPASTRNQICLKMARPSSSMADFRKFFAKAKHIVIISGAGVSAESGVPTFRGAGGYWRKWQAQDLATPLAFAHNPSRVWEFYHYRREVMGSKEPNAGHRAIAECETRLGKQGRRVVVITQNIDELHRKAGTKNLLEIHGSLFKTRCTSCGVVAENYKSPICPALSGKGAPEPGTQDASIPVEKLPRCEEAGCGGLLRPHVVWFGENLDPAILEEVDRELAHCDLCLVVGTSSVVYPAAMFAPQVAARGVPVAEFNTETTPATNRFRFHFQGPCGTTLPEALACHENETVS
ERp5 inh – inhibitors of ERp5-driven insulin aggregation, primary screen, biochemical, turbidity, absorbance 650 nm, single point. Protein disulfide-isomerase A6 (Homo sapiens), Q15084. 90 min. inhibition, % at 9.99 µM. hit rate 0.05% among 350,000. AID 651711, 2012;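 active means mean replicate inhibition above about 25%, with every replicate also reaching it, limit read from the data, passing the limit was not always enough; inconclusive means only one of those two criteria met; inactive means neither criterion met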
Target sequence (Q15084 whole entry, looked up): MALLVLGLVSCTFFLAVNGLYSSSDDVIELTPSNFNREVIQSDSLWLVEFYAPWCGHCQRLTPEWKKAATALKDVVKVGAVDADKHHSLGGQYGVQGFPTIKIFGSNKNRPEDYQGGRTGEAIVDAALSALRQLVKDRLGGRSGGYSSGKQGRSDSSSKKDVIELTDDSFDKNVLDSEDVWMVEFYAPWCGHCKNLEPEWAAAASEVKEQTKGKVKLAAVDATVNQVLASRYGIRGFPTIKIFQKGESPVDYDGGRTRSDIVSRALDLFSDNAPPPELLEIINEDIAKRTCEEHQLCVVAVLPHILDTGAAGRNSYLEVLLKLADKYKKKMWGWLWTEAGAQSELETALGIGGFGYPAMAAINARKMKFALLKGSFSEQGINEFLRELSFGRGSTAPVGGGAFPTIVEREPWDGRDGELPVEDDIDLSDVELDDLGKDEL
Active calls of the source: *; u = inconclusive; x = not tested or not shown; [ ] = remark or other dose.

Start of the data: the first 3 compounds, to show the layout:
canonical_smiles	F508del corr	miR122 inh	Casp6 inh	ERAP1 inh	DENV2 CPE rescue	SIRT5 inh	ERp5 inh
CCCN1C2CCCC1CC(NC(=O)c1ccccc1OC)C2 (stereo not given)	-3.0	-2	-2	-3	7	-1	-1
Cc1ccc(S(=O)(=O)N(C)C)cc1NC(=O)COC(=O)/C=C/c1ccc(F)cc1	1.6	-7	3	-2	-4	-12	0
Cc1cc(NC(=O)CCCC(=O)NCc2ccccc2)no1	1.0	x	0	-5	1	2	3

Main list, previewed entries included:
canonical_smiles	F508del corr	miR122 inh	Casp6 inh	ERAP1 inh	DENV2 CPE rescue	SIRT5 inh	ERp5 inh
CCCN1C2CCCC1CC(NC(=O)c1ccccc1OC)C2 (stereo not given)	-3.0	-2	-2	-3	7	-1	-1
Cc1ccc(S(=O)(=O)N(C)C)cc1NC(=O)COC(=O)/C=C/c1ccc(F)cc1	1.6	-7	3	-2	-4	-12	0
Cc1cc(NC(=O)CCCC(=O)NCc2ccccc2)no1	1.0	x	0	-5	1	2	3
CCOC(=O)C1CCN(C(=O)COC(=O)/C=C/c2cccc(OC)c2OC)CC1	-3.5	-8	5	2	-9	-6	6
Nc1ccc(C(=O)OCc2nc3ccccc3s2)cc1	-1.3	x	0	5	1	0	6
CCCNC(=O)N1[C@H](C#N)[C@H](c2ccc(-c3ccc(C(=O)N(C)C)cc3)cc2)[C@@H]1CO	2.2	x	2	-4	19	6	-4
COc1ccc(C2=CC(=O)N(Nc3ccccc3)C2=O)cc1	x	-5	0	10	3	-1	1
C[C@H](NC(=O)C[C@H]1CC[C@H](NC(=O)CN2CCOCC2)[C@H](CO)O1)c1ccccc1	2.6	1[16.7 µM]	-1	-1	u	15	-3
O=[N+]([O-])c1ccccc1S(=O)(=O)NCCSc1ccccc1	-0.6	13	2	-1	1	-3	2
O=C(C[C@H]1CC[C@H](NC(=O)C2CC2)[C@H](CO)O1)NCCCN1CCOCC1	-0.6	6[16.7 µM]	-4	0	-6	-7	2
CNC[C@@H]1Oc2cc(C#Cc3cccnc3)ccc2S(=O)(=O)N([C@H](C)CO)C[C@H]1C	1.5	2[16.7 µM]	-4	2	18	4	-2
O=C1CN(S(=O)(=O)Cc2ccccc2)C[C@H]2[C@@H](c3ccc(C#CCC4CCCC4)cc3)[C@H](CO)N12	1.1	x	0	1	-4	12	-5
O=C(Nc1ccccc1Cl)N1[C@H](CO)[C@H]2c3ccccc3NC[C@H]21	1.4	-11[16.7 µM]	x	x	-1	-1	3
C[C@H]1CCCCO[C@@H](CN(C)S(=O)(=O)c2cn(C)cn2)[C@@H](C)CN([C@@H](C)CO)C(=O)c2cc(NS(=O)(=O)c3cccs3)ccc2O1	-2.2	-2[16.7 µM]	-1	1	-2	-1	7
CN1C(=O)c2cc(NC(=O)C3CC3)ccc2OC[C@H]2O[C@@H](CC(=O)NCc3ccccc3F)CC[C@@H]21	0.6	x	-2	3	10	4	12

The results go on.
canonical_smiles	F508del corr	miR122 inh	Casp6 inh	ERAP1 inh	DENV2 CPE rescue	SIRT5 inh	ERp5 inh
O=C(C[C@H]1CC[C@H]2NC[C@@H](O)COC[C@@H]2O1)NCc1ccc(Oc2ccccc2)cc1	-1.2	1[16.7 µM]	0	2	1	-2	-1
CC1CCCCN1C(=O)CSc1nnc2c(n1)[nH]c1ccc(F)cc12 (stereo not given)	-1.4	x	2	2	-1	-2	2
CCC1(c2ccc(F)cc2)NC(=O)N(CC(=O)N(CCC#N)c2ccccc2)C1=O (stereo not given)	-1.9	-3	1	-4	0	-2	5
COCC#Cc1ccc2c(c1)O[C@@H](CN(C)C)[C@H](C)CN([C@@H](C)CO)S2(=O)=O	1.8	4[16.7 µM]	2	1	0	6	9
NC(Cc1ccc(F)cc1)c1csc(Nc2cc(NCc3ccco3)ncn2)n1 (stereo not given)	2.7	-7	2	3	13	1	1
Cc1cccc(C)c1NC(=O)CNC(=O)C(C)N1CCCCC1 (stereo not given)	0.2	4	1	1	1	-2	-9
CCC(=O)N(C)C[C@@H]1Oc2cc(-c3ccccc3C)ccc2S(=O)(=O)N([C@H](C)CO)C[C@H]1C	3.3	-4[16.7 µM]	2	1	-6	1	3
COc1ccc(CCN(C)C2CCCN(S(=O)(=O)c3ccccc3)C2)cc1OC (stereo not given)	-0.3	-6	0	-1	-6	-4	-6
CN(C)C(=S)SCCn1c(N)nc(N(C)C)nc1=O	-1.4	x	1	1	1	0	1
COc1ccc(-c2ccc(C3[C@H]4CNC[C@@H]3N4CC3CCOCC3)cc2)cc1 (stereo not given in full)	0.1	x	-1	-4	-1	0	5
COC(=O)C(=Nc1ccccc1)/C(C(=O)C(=O)N(C)c1ccccc1)=C(\O)c1ccccc1	1.1	x	1	6	2	5	-5
NS(=O)(=O)c1ccc(CNC(=O)c2cc(S(=O)(=O)N3CCOCC3)ccc2N2CCCC2)cc1	-0.8	-1	0	1	u	x	2
Fc1ccccc1NC(=S)N1CCN(Cc2ccccc2)CC1	x	6	1	1	0	0	-3
COc1ccc(Nc2nc(N)nc(CSC(=S)N3CCN(C)CC3)n2)cc1	1.5	-3	-2	-2	x	-1	3
COc1ccc(C(=O)NC2CC(C)(C)NC(C)(C)C2)cc1OC	0.4	-5	-13	1	-1	-2	0

(list continues)
canonical_smiles	F508del corr	miR122 inh	Casp6 inh	ERAP1 inh	DENV2 CPE rescue	SIRT5 inh	ERp5 inh
CC(=O)Oc1ccc2c(=O)oc(-c3ccc([N+](=O)[O-])cc3)nc2c1	-0.3	x	3	0	-5	-2	-1
CC=Cc1ccc2n(c1=O)C[C@H]1[C@H](CO)[C@@H](C(=O)N(C)C)N(CC3CCCC3)[C@@H]21 (mixture of isomers)	0.8	x	-3	1	-2	5	-4
CC(=O)C(Sc1ccc2nnc(-c3ccncc3)n2n1)C(C)=O	-4.0	-7	2	12	u	-4	-1
C[C@H](CO)N1C[C@H](C)[C@H](CN(C)S(=O)(=O)c2ccccc2F)OCc2ccccc2-c2c(n(C)c3ccccc23)C1=O	2.0	x	-2	0	-1	2	2
C[C@@H]1CN([C@H](C)CO)C(=O)c2cc(NC(=O)Nc3ccc(F)cc3)ccc2O[C@@H](C)CCCCO[C@H]1CN(C)C(=O)Nc1ccc(C(F)(F)F)cc1	5.7	-18[16.7 µM]	1	3	2	9	1
CO[C@@H]1CN(C)C(=O)c2ccc(NC(=O)C3CCCC3)cc2OC[C@@H](C)N(Cc2cccnc2)C[C@H]1C	0.3	6[16.7 µM]	1	2	9	3	2
CC1(c2nc3ccccc3[nH]2)CCC(=O)N1C1CC1 (stereo not given)	2.3	-4	-2	-2	6	-4	2
Cc1ccc([C@@H]2CC=C(C(=O)O)[C@H](c3ccccc3)N2S(=O)(=O)c2ccccc2C)cc1	-2.4	4	5	0	-14	-4	-3
COc1ccc(Cc2noc(CN3CCCC(OCc4ccccn4)C3)n2)cc1OC (stereo not given)	-1.3	x	0	9	-3	1	-3
COc1ccc(S(=O)(=O)N(C)C[C@@H]2OCCCC[C@@H](C)Oc3ccc(NS(=O)(=O)c4cccs4)cc3C(=O)N([C@H](C)CO)C[C@H]2C)cc1	-1.3	-11[16.7 µM]	3	1	-7	10	-2
CCn1cc(C(=O)NCCc2ccc(C)cc2)c(=O)c2cc(S(=O)(=O)N(C)C)ccc21	-2.2	x	-5	4	-3	-1	6
CC(C)c1csc(CN2CCC(N3CCC(C(=O)NCC4CCCO4)CC3)CC2)n1 (stereo not given)	-3.7	-1	-3	x	x	-8	2
CC(C)c1ccccc1OCCCCN1CCCCC1	-2.0	10	-7	-5	30*	-2	0
O=C1C=C(Nc2ccccc2)c2ccccc2C1=O	-4.2	x	97*	3	9	0	4
COc1ccc(CN(C)[C@H]2C[C@H]3c4[nH]c5ccccc5c4CCN3C[C@H]2[C@H](C)O)cc1	1.4	-3	-3	2	8	-2	0

(continued)
canonical_smiles	F508del corr	miR122 inh	Casp6 inh	ERAP1 inh	DENV2 CPE rescue	SIRT5 inh	ERp5 inh
CCC(=O)Nc1ccc2c(c1)C(=O)N(C)C[C@H](OC)[C@@H](C)CN(Cc1ccccc1C(=O)O)[C@@H](C)CO2	2.7	x	6	-5	-12	-1	3
CCOc1ccccc1Nc1nc(-c2cccnc2)cs1	-0.9	-10	-1	-1	-6	-1	2
Cc1ccc(NC(=S)NNS(=O)(=O)c2ccc3ccccc3c2)cc1Cl	-1.7	x	3	3	4	8	1
Cn1c(N)c(C(=O)Nc2cccc(Cl)c2)c(=O)n(C)c1=O	1.8	8	-2	1	-4	-2	1
CC1=C(C(=O)Nc2cc(C(=O)N3CCN(c4cccc(C)c4C)CC3)ccc2C)SCCO1	-1.2	14	0	0	8	2	2
Cc1cc(C)c2c(N)c(C(=O)c3ccc(Br)cc3)oc2n1	1.9	x	1	1	46*	-3	5
C[C@H](CO)N1C[C@H](C)[C@H](CN(C)C(=O)C2CCOCC2)Oc2cc(C3=CCCC3)ccc2S1(=O)=O	2.1	0[16.7 µM]	-1	3	-12	-2	5
CC(C)NC(=O)C1(C)CSCC(=O)N1CCCn1ccnc1 (stereo not given)	1.3	x	-10	x	-3	0	9
Cc1ccc2[nH]cc(CCNC(=O)c3ccco3)c2c1	-2.4	1	-2	4	-10	-6	2
O=C(COC(=O)c1ccco1)Nc1ccccc1[N+](=O)[O-]	-1.1	x	0	0	1	0	2
COc1ccc2cc1Oc1ccc(cc1)C[C@H]1c3cc(c(OC)cc3CCN1C)Oc1c(OC)c(OC)cc3c1[C@H](C2)N(C)CC3	0.2	0	x	2	-4	-1	-5
COc1ccc(NC(=O)Nc2ccc3c(c2)C(=O)N([C@H](C)CO)C[C@@H](C)[C@@H](CN(C)CC2CCCCC2)O3)cc1	-2.0	-1[16.7 µM]	-2	-4	5	1	0
COCCOC(=O)C1=C(C)NC(SCC(=O)NC(C)(C)C)=C(C#N)C1c1ccco1 (stereo not given)	2.4	x	3	3	-8	0	-2
C[C@H](CO)N1C[C@H](C)[C@@H](CN(C)CC2CC2)Oc2ccc(NC(=O)Nc3ccc4c(c3)OCO4)cc2CC1=O	0.2	-12[16.7 µM]	-2	-3	12	1	-1
C/C(=N\NC(=O)c1ccco1)c1ccc(C(=O)O)s1	1.8	x	1	-6	u	-1	0

(further entries)
canonical_smiles	F508del corr	miR122 inh	Casp6 inh	ERAP1 inh	DENV2 CPE rescue	SIRT5 inh	ERp5 inh
NC(=O)c1ccc(SCC(=O)OCC(=O)NCc2ccco2)c([N+](=O)[O-])c1	-0.5	1	0	1	20	0	-4
COc1ccc(C(=O)C2CCCN(C(=O)c3ccccc3C(C)=O)C2)cc1F (stereo not given)	2.1	x	0	-3	-9	-5	5
COc1cccc(CN2[C@H](CO)[C@@H](c3ccccc3)C23CN(C(=O)C2CCC2)C3)c1	-1.9	x	1	4	5	24*	-5
COc1ccc(S(=O)(=O)N2C[C@H](O)COC[C@H]3O[C@@H](CC(=O)N(C)C)CC[C@@H]32)cc1	-2.4	1[16.7 µM]	2	0	4	0	-2
C#CCn1c2ccccc2c(=O)n1CCOc1ccccc1OC	-0.2	x	-2	0	-11	1	5
O=C(Nc1sc2c(c1C(=O)O)CCC2)c1ccccc1F	-0.5	6	7	2	-1	-2	u
COC(=O)c1cc(OC)c(OC)cc1NC(=O)c1csc(C)c1	-2.4	-4	-4	-3	10	-2	-4
CCOc1ccc(-c2noc(CCC(=O)NCCc3ccccc3)n2)cc1OC	1.4	3	-2	0	2	0	0
COc1cc(SC)ccc1C(=O)Nc1ccc(C)cc1	-2.3	x	1	3	10	-1	-1
Cc1cc(Cl)cc(Cl)c1CNc1c([N+](=O)[O-])c(=O)oc2ccccc12	x	x	6	4	x	-3	-5

Screening results: PubChem, Broad Institute
